Assay outcomes deposited in PubChem BioAssay by several laboratories.
OX1R antag – antagonists of human orexin 1 receptor. O43613. CHO/OX1R cells, Fluo-8 calcium fluorescence, orexin A. inhibition, % at 5 µM. hit rate 0.43% among 330,000. AID 434989;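 active = inhibition above its plate's threshold, mean inhibition of all tested compounds on the plate plus 3 SD, cut at about 37% in these data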;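 note: 0% = orexin A challenge wells and 100% = SB-334867-A antagonist wells; not every result past the cut was called active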
Target sequence (O43613 whole entry, looked up): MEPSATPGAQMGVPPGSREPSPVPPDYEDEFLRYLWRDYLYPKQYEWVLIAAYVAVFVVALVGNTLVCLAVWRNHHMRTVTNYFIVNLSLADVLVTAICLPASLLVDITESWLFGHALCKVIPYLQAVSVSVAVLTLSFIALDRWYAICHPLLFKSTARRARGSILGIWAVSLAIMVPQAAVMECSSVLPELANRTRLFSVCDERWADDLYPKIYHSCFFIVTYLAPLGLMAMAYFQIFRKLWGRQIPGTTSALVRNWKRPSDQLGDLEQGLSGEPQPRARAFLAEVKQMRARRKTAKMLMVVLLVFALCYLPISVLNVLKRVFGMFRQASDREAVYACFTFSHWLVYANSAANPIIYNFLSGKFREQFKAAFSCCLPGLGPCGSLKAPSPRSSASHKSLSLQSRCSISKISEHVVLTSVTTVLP
CHT PAM – allosterically activates the human high affinity choline transporter; Q9GZV3; CHT-expressing cells, membrane potential dye, choline EC20; stronger effect = higher value; LV-AA mutant CHT in HEK293 cells; B-score at 10 µM; hit rate 0.49% among 310,000; AID 488977;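 active = initial fluorescence not abnormally high and integrated response B-score, plate-corrected, over 3 SD above library mean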
Target sequence (Q9GZV3 whole entry, looked up): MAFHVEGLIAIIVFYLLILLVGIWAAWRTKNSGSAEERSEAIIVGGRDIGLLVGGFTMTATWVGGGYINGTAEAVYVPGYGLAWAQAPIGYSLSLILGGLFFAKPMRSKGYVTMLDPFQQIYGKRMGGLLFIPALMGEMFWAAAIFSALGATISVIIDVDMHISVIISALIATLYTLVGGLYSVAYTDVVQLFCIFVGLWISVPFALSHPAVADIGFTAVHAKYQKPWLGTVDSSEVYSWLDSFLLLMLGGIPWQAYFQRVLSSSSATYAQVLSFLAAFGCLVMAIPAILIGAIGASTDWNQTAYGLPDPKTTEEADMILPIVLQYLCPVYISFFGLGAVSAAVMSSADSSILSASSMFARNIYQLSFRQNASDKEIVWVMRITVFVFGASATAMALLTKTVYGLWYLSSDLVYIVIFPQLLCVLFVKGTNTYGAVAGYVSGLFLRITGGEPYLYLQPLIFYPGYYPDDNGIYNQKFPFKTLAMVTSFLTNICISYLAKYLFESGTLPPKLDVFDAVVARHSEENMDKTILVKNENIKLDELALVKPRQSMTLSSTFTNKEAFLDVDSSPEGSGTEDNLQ
* = called active by the depositor; i = inactive; / = no result given. Hits appear at their usual frequency. About 0.83% of those tested had a hit in this group.

Order of values: OX1R antag, CHT PAM
COc1ccccc1C(=O)Nc1ccnn1C1CCN(Cc2cc(C)c(C)cc2C)CC1
 : -37, i
CC(=O)c1cccc(NC(=S)N2CCN(S(=O)(=O)c3ccccc3)CC2)c1
 : /, i
CCOC(=O)c1cc(NC(=O)N(C(C)C)C(C)C)c(C)nc1C
 : -10, i
O=C(Nc1cccc2nsnc12)c1ccc2c(c1)OCO2
 : -15, i
COC(CN(C)C(=O)C1CCC(CNS(=O)(=O)c2ccc(C)cc2)CC1)OC (configuration not stated)
 : -5, i
CCCCOC(=O)c1ccc(NC(=O)CSc2nnnn2C)cc1
 : -10, i
COc1ccc(Cl)cc1NC(=O)C/C(C)=N/NC(=O)c1ccc(O)cc1
 : /, i
O=C(NCC(=O)N1CCN(S(=O)(=O)/C=C/c2ccccc2)CC1)c1ccc(Cl)cc1
 : -37, i
Cc1ccc(C)c(S(=O)(=O)NCc2ccncc2)c1
 : 2, i
C#CCCOC(=O)N1C2=NC(C(=O)OC)=C(C(=O)OC)[C@@H]3N(C)c4ccccc4[C@]23C[C@H]1C(=O)OC
 : -9, i
COC(=O)c1ccc(Sc2ccccc2NS(=O)(=O)c2ccc(OC)cc2)nc1
 : -23, i
COc1ccc(NC(=S)N2CCNC(=O)C2CC(=O)Nc2cccc(Cl)c2C)cc1 (configuration not stated)
 : -4, i
CCc1ccc(NC(=O)CCNC(=O)Cn2ccc3ccccc3c2=O)cc1
 : -21, i
CCN(CC)c1ccc(NC(=O)CCCCC(=O)Nc2ccc(N(CC)CC)cc2)cc1
 : -35, i
CCOC(=O)[C@@H]1[C@H]2COc3cc(OC)ccc3[C@H]2N2C(=O)N(c3cccc(F)c3)C(=O)[C@]12C
 : -24, /
O=[N+]([O-])c1ccc(O)c(C=Nc2cccc3ccccc23)c1
 : 3, i
CC(C)=CC(O)C/C(C)=C/COc1ccc2ccc(=O)oc2c1 (configuration not stated)
 : -20, i
COC(=O)c1[nH]c2cc(C)ccc2c1NC(=O)CN1CCc2cc(OC)c(OC)cc2C1
 : -25, i
CCCN(CC(=O)Nc1ccccc1C)C(=O)c1oc2ccc(OCC)cc2c1C
 : -43, i
CCN(C(N)=S)c1ccccc1
 : -1, i
Cc1ccc(NC(=O)c2cnn(-c3ccccc3)c2NC(=O)c2ccco2)cc1C
 : -37, i
O=C(CSc1nnc(NC(=O)Cc2ccc(F)cc2)s1)NCc1ccco1
 : -20, i
CC(C)NC(=O)Cn1c(=O)n(CC(=O)N2CCCCC2)c(=O)c2sccc21
 : 9, i
O=C(NCCCn1ccnc1)c1cccc(S(=O)(=O)NCc2ccccc2)c1
 : -9, i
O=C(c1ccc(Cn2c(=O)[nH]c3ccccc3c2=O)cc1)N1CCN(c2ccccc2)CC1
 : -28, i
C[C@H](NS(=O)(=O)c1ccc2c(c1)OCCCO2)C(=O)N1CCN(c2ccc(F)cc2)CC1
 : 2, /
COc1ccc(C(=O)Nc2cc(OC)ccc2OC)cc1
 : -24, i
O=C1CC2(CCCC2)C(=O)N1CN1CCN(S(=O)(=O)c2ccc(F)cc2F)CC1
 : -3, /
OCCN1CCN(C(=S)c2ccc(-c3ccccc3)cc2)CC1
 : -13, i
Cc1ccc(NC(=O)CNCc2ccccc2)c(Br)c1
 : -9, i
C=CCc1ccc(OCC(O)CN2CCN(c3ccccc3)CC2)c(OC)c1 (configuration not stated)
 : -40, i
CCOC(=O)C1CCCN(C(=O)Cc2ccc(C)cc2)C1 (configuration not stated)
 : -10, i
COCCNc1nc2nonc2nc1N1C[C@H]2CC[C@H]1C2
 : -7, i
COC(=O)c1sc(NC(=O)/C=C/c2ccc(C)o2)nc1C
 : -12, i
COc1ccc(C(C)=O)cc1COC(=O)C1CC(=O)N(Cc2ccccc2)C1 (configuration not stated)
 : -14, i
CCn1cnc2cc(NCc3ccc(N(C)C)cc3)ccc21
 : -13, i
CC1CCCC(NC(=O)c2ccc(COc3ccccc3)o2)C1C (configuration not stated)
 : -33, i
CCOC(=O)CNC(=O)c1ccccc1Br
 : -6, i
O=c1ccc(-c2ccc(S(=O)(=O)Nc3cccc(Br)c3)o2)n[nH]1
 : -9, i
O=C(CSC1=NC(=O)C(c2ccccc2)C(=O)N1)Nc1cccc(Cl)c1 (configuration not stated)
 : -4, i
Cc1nnc(SCc2ccc([N+](=O)[O-])cc2)[nH]c1=O
 : -25, i
CCCS(=O)(=O)N1CCCC(C(=O)NCc2ccc3c(c2)OCO3)C1 (configuration not stated)
 : -9, i
O=C(COc1ccc2c(c1)OCO2)Nc1nnc(Cc2ccccc2)s1
 : 4, i
CCOc1ccc(S(=O)(=O)N2CCCC(C(=O)N3CCC(C(N)=O)CC3)C2)cc1Cl (configuration not stated)
 : -16, i
CCCC(=O)C1=C(O)C(C(=O)OC)C(C)(C)CC1=Nc1ccc(Br)cc1 (configuration not stated)
 : -25, i
CC(NC(=O)COC(=O)c1nc(Cl)ccc1Cl)c1ccccc1 (configuration not stated)
 : -16, /
Cc1ccccc1N(CC(=O)NC1CCCC1)C(=O)C1(C)CC(=O)N=C2C=CC=CN21 (configuration not stated)
 : -24, i
COC(=O)[C@@]1(Cc2ccccc2)[C@H]2C(=O)N(Cc3ccccc3)C(=O)[C@H]2[C@H]2CN=C(SCC(=O)c3ccccc3)N21
 : 4, /
Cc1cc(SCC#N)nc2ccccc12
 : -17, i
CCCCn1c(SCC(=O)N2CCC(C(=O)OCC)CC2)nc2cc(S(N)(=O)=O)ccc21
 : -32, i
COC(=O)CN1C(=O)[C@H]2[C@@H](c3ccc(C)o3)N3C(=O)CN(Cc4ccccc4)C(=O)[C@@]3(Cc3ccccc3)[C@H]2C1=O
 : -22, i
O=S(=O)([N-]c1nc2ccccc2nc1-[n+]1ccc(Cc2ccccc2)cc1)c1ccc(Br)s1
 : -20, i
CC(NS(=O)(=O)c1ccc(Br)cc1)c1ccccc1 (configuration not stated)
 : -3, i
Nn1cnnc1N/N=C/c1cc(Br)cc(Br)c1O
 : -6, i
Fc1cccc(NC(=S)Nc2cccc3ccccc23)c1
 : -17, i
COc1cc(/C=C2\SC(=S)N(CC(=O)Nc3cccnc3)C2=O)cc(OC)c1OC
 : -22, i
CCOC(=O)c1c(NC(=O)CC2SC(N)=NC2=O)sc(C)c1C (configuration not stated)
 : -15, i
CN(c1cccc(NC(=O)Cc2ccccc2)c1)S(C)(=O)=O
 : -14, i
Cc1nccn1CCCNC(=O)CC1C(=O)NCCN1Cc1ccccc1C(F)(F)F (configuration not stated)
 : -2, i
Cc1cc(N2CCOCC2)nc(SCc2c(Cl)cccc2Cl)n1
 : -6, i

Additional compounds.
Order of values: OX1R antag, CHT PAM
Cc1ccccc1NC(=S)Nn1cnnc1
 : 1, i
O=c1c2c(-c3ccc(Cl)cc3)csc2ncn1/N=C/c1cccc([N+](=O)[O-])c1O
 : 1, i
COc1ccc2c(c1)O[C@@H](c1cccc(C(F)(F)F)c1)[C@H](OC(=O)NCCc1ccc(OC)c(OC)c1)C2=O
 : -41, i
CCOc1cc(NC(=O)c2ccccn2)c(OCC)cc1NC(=O)c1ccccc1
 : -11, i
CCOc1ccc(C(CC(=O)O)NC(=O)COc2ccc3ccccc3c2)cc1OC (configuration not stated)
 : 6, i
C/C(CC(=O)NCc1ccco1)=N\NC(=O)Cc1cccc2ccccc12
 : -17, i
O=c1cc(CN2CCCc3ccccc32)nc2sccn12
 : -23, i
Cc1cc(Br)c(OCc2ccc(C(=O)N/N=C3\CC(=O)CC(C)(C)C3)cc2)c(Br)c1
 : -10, i
CCOC(=O)Cc1csc(NC(=O)c2ccc(NC(C)=O)cc2)n1
 : -23, i
C/C(=N/NC(=O)CC1N=C(Cc2ccccc2)NNC1=O)c1cccnc1 (configuration not stated)
 : 5, i
O=C1Cc2ccccc2C(=O)N1Cc1cccc(Cl)c1
 : /, i
CCOc1ccc2oc(C(=O)NC3CC(C)(C)NC(C)(C)C3)c(C)c2c1
 : -34, i
COc1ccc(C2=NOC3(CC(=O)N(c4ccc(F)cc4)C3=O)C2)cc1 (configuration not stated)
 : -10, i
CCOC(=O)c1sc(NC(=O)c2cccnc2)c(C#N)c1C
 : -4, i
Cc1ccc(Cl)cc1NC(=O)c1ccc(NC(=O)CCC(=O)O)cc1
 : -3, i

3 entries from above, with tabs:
molecule	OX1R antag	CHT PAM
CCOC(=O)Cc1csc(NC(=O)c2ccc(NC(C)=O)cc2)n1	-23	i
C/C(=N/NC(=O)CC1N=C(Cc2ccccc2)NNC1=O)c1cccnc1 (configuration not stated)	5	i
O=C1Cc2ccccc2C(=O)N1Cc1cccc(Cl)c1	/	i

The list goes on.
Order of values: OX1R antag, CHT PAM
O=C1c2ccccc2-c2c1cccc2C(=O)N1CCCCCC1
 : -23, i
N#C/C(=C\c1coc2ccccc2c1=O)C(N)=S
 : -4, i
Cc1ccc(N(CC(=O)NC(C)(C)C)C(=O)CNC(=O)c2cccs2)c(C)c1
 : -33, i
CCc1noc(C)c1C(=O)NNC(=O)COc1cc(C)ccc1C
 : -10, /
Cc1cccc(NC(=O)c2cc(-c3cc(C)c(C)cc3O)n[nH]2)c1
 : -23, i
CC1Cc2nc(SCC(N)=O)n(Cc3ccccc3)c(=O)c2S1 (configuration not stated)
 : -16, i
CC1CCCCC1NC(=O)Cn1nnc(-c2ccc(Cl)cc2)n1 (configuration not stated)
 : -2, i
COc1ccccc1N1CCN(C(=O)CCSCc2ccccc2F)CC1
 : -30, i
C=CCn1c(SCC(=O)Nc2sccc2C(N)=O)nc2sc(C)c(C)c2c1=O
 : 43, i
O=C(Cc1nnc(NC(=O)Nc2ccccc2F)s1)NCc1ccccc1
 : -1, i
O=C(CSc1nnc2c(n1)[nH]c1ccc(F)cc12)OCc1ccccc1
 : -4, i
Cc1nc2oc3c(NCC4CCCO4)ncnc3c2c2c1COC(C)(C)C2 (configuration not stated)
 : -9, i
Cc1cc(C)c2cc(C#N)c(SCC(=O)Nc3cc(C)on3)nc2c1
 : -14, i
O=C1CC(=O)NC(SCC(=O)Nc2ccccc2[N+](=O)[O-])=N1
 : 2, i
CCOc1ccc(NC(=O)C2CSC(c3ccncc3)=N2)cc1 (configuration not stated)
 : 5, i

Entries from the list above containing a COOH group (2):
Order of values: OX1R antag, CHT PAM
CCOc1ccc(C(CC(=O)O)NC(=O)COc2ccc3ccccc3c2)cc1OC (configuration not stated)
 : 6, i
Cc1ccc(Cl)cc1NC(=O)c1ccc(NC(=O)CCC(=O)O)cc1
 : -3, i

Following part:
Order of values: OX1R antag, CHT PAM
CC(C)N(CCCNC(=O)C1CCN(S(=O)(=O)N2CCOCC2)CC1)Cc1ccccc1
 : -7, i
CCCC1Cc2c(sc(NC(=S)NC(=O)c3ccccc3)c2C#N)CO1 (configuration not stated)
 : 0, i
CCN(CC)CCCNC(=O)c1ccc(S(=O)(=O)Nc2ccc(C)c(C)c2)cc1
 : 6, /
CCC1S/C(=C(\C#N)C(=O)NCc2ccco2)N(c2ccc(F)cc2)C1=O (configuration not stated)
 : -19, i
CN(c1cccc(NC(=O)CN(c2ccc(Cl)c(Cl)c2)S(=O)(=O)c2ccccc2)c1)S(C)(=O)=O
 : 10, i
CC(=O)NCCc1ccc(S(=O)(=O)NC2OC(=O)c3ccccc32)cc1 (configuration not stated)
 : -8, i
CCOc1ccc(NC(=O)N2CCC(n3c(=O)[nH]c4ccccc43)CC2)cc1
 : -36, i
CCCS(=O)(=O)N1CCN(CC2CC3C=CC2C3)CC1 (configuration not stated)
 : 2, i
O=C(O)CNC(=S)N(Cc1ccccc1)Cc1cccs1
 : -8, i
c1ccc(CSc2n[nH]c(-c3ccco3)n2)cc1
 : -28, i
COc1ccc(-c2sccc2C(C)C(=O)O)cc1 (configuration not stated)
 : -8, i
Cc1ccc(C(=O)Nc2nnc(SCC(=O)N3CCCc4ccccc43)s2)cc1
 : -32, i
O=C(O)c1cccc(N2C(=O)c3ccc(Oc4ccc(Cl)cc4)cc3C2=O)c1
 : 0, i
Cc1ccc(C(=O)OCC(=O)NCc2ccc3c(c2)OCO3)s1
 : -6, i
COc1ccc(NC(=O)N2CCCCCC2)c(OC)c1
 : 0, i
CCCCNc1cc(C(=O)O)cc(S(N)(=O)=O)c1Oc1ccccc1
 : 0, i
CCC(=O)c1cn(CC(=O)Nc2ccccc2)c2ccccc12
 : -20, i
CC1CN(C(=O)COc2ncnc3ccccc23)CC(C)O1 (configuration not stated)
 : -4, i
O=C(Cn1c2ccccc2c(=O)c2ccccc21)Nc1ccccc1F
 : -32, i
Cc1nonc1NC(=O)CSc1nnnn1-c1ccccc1
 : -8, i
Cc1cccc(-n2ncc3c2CCCC3NC(=O)CCc2ccncc2)c1C (configuration not stated)
 : 8, i
O=c1cc(-c2ccccc2)nc(SCc2ccc(F)cc2)[nH]1
 : 1, i
O=C1[C@@H]2Cc3c([nH]c4ccccc34)C(c3ccc([N+](=O)[O-])cc3)N2C(=O)CN1C1CC1 (some centres not stated)
 : -19, i
CSc1ncccc1C(=O)OCC(=O)NCc1ccccc1
 : -3, /
Cc1noc(C)c1COC(=O)CCc1nc2ccccc2c(=O)[nH]1
 : -17, i
CCOc1ccc(NC(=O)c2sccc2-n2cccc2)cc1
 : -31, i
Cc1cc(C)n2c(SCCC(C)C)nnc2n1
 : -19, i
O=C(Nc1ccncc1)OCc1ccccc1
 : -1, i
COc1ccc(C2(c3ccc(OC)cc3)NC(=O)N(CC(=O)Nc3cc(C)ccc3OC)C2=O)cc1
 : 1, i

As a short view, part of the list above:
Order of values: OX1R antag, CHT PAM
CCCCNc1cc(C(=O)O)cc(S(N)(=O)=O)c1Oc1ccccc1
 : 0, i
CCC(=O)c1cn(CC(=O)Nc2ccccc2)c2ccccc12
 : -20, i
CC1CN(C(=O)COc2ncnc3ccccc23)CC(C)O1 (configuration not stated)
 : -4, i
